# mABHD4 FP: ABHD4 inhibitors, primary screen, biochemical, fluorescence polarization, mouse. inhibition, % at 8.92 µM. 370,000 tested, 0.54% active. purified mABHD4, FP-Rh probe fluorescence polarization. (Lyso)-N-acylphosphatidylethanolamine lipase (Mus musculus), Q8VD66. AID 720543, 2013;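 active means inhibition exceeding the mean over every tested compound plus 3 SD, cut at about 30% in these data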;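 further: 0% = plate median of compound wells and 100% = S159A mutant with DMSO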
#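 Doses – 8.92 µM, single dose · Material – wild-type mouse ABHD4 protein · Replication – single well per compound (singlicate) · Measure – percent inhibition of probe binding, normalized to plate controls · Schedule – 45 min compound pre-incubation plus 60 min probe step, 25 °C · Detection – fluorescence polarization with parallel and perpendicular emission, 525/598 nm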
# GC-B act: human GC-B receptor activators, primary screen, HEK293 GC-B cells, cGMP TR-FRET, EC30 CNP | AID 1920062, 2024 | 0% at EC30 CNP, 100% saturating CNP | 370,000 tested, 0.11% active | Atrial natriuretic peptide receptor 2 (Homo sapiens), P20594 | activation, % at 10 µM;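 active means activation at 10 µM reaching about 35% in either raw or pattern-adjusted values, limit read from the data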
# Target sequence (P20594 whole entry, looked up): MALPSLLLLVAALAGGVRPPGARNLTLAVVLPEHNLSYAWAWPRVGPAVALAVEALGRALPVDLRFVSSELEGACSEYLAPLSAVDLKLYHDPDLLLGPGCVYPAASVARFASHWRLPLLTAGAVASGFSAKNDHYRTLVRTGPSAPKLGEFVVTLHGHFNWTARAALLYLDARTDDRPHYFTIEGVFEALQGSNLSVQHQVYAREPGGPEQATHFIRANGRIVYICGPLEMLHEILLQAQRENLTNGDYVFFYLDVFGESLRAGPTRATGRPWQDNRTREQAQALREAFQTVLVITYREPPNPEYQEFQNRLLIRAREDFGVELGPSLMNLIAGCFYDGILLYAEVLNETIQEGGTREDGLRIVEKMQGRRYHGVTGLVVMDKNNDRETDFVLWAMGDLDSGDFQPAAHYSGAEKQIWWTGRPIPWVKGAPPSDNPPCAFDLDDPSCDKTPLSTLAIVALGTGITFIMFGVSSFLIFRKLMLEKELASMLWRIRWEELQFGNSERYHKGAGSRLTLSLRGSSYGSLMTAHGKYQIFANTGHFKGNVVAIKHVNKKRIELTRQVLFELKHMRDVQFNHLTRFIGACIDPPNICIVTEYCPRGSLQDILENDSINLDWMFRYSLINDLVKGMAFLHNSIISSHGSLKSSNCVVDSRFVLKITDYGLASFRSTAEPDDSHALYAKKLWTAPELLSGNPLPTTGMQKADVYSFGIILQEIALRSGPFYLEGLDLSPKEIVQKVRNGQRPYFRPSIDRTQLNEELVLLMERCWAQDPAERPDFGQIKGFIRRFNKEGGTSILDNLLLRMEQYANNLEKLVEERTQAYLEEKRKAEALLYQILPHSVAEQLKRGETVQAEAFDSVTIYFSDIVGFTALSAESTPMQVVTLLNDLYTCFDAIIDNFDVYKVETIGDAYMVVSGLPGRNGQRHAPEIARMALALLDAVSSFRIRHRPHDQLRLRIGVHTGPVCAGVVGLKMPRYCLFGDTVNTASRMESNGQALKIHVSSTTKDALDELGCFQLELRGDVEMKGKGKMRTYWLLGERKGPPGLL
# HTRA1 inhibitor: HTRA1 serine protease inhibitors, primary screen, biochemical, fluorescence polarization, HTS | Q92743 | 340,000 tested, 0.5% active | AID 504803, 2011 | inhibition, % at 5.96 µM | recombinant HTRA1, FP-rhodamine activity-based probe; in the data active means inhibition above about 36%;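 further: 0% = enzyme with DMSO and 100% = wells lacking enzyme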
# PRMT1 inh: PRMT1 methyltransferase inhibitors, primary screen, biochemical, fluorescence polarization; Protein arginine N-methyltransferase 1 (Homo sapiens), Q99873; recombinant PRMT1, activity-based probe fluorescence polarization; inhibition, % at 2.79 µM; 370,000 tested, 1.3% active; AID 652257, 2013;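 active means inhibition above about 21% made by adding two undisclosed values, limit read from the data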
# SIAE primary: human SIAE inhibitors, primary screen, biochemical, fluorescence polarization, FP-Rh probe, 1536-well HTS; inhibition, % at 9.66 µM; Sialate O-acetylesterase (Homo sapiens), Q9HAT2; SIAE FP-Rh probe binding; 370,000 tested, 0.69% active;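 active means inhibition above a cutoff: mean of compounds within the control limits plus 3 SD of those, cut at about 17% in these data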;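 further: 0% = plate median of compound wells and 100% = probe without SIAE protein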
# LEDGF integ inh: blockers of LEDGF/p75-dependent integrase strand transfer – biochemical, TR-FRET, high throughput, primary screen; HIV-1 integrase (with human LEDGF/p75); TR-FRET IN-LEDGF/p75 DNA integration, Eu/Cy5; inhibition, % at 3.7 µM; 370,000 tested, 0.64% active;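 active means inhibition above the screen-wide mean plus 3 SD, cut at about 13% in these data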;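 further: signal is the Cy5 over europium emission ratio at 671 and 618 nm; 0% = plate median of compound wells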
# rCAG RNA binder: binders of r(CAG) RNA repeats, primary screen, biochemical, fluorescence; r(CAG) RNA repeat, TO-PRO-1 dye displacement fluorescence; inhibition, % at 3 µM; 370,000 tested, 1.3% active; AID 651821, 2012;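 active means inhibition above the plate cutoff, the mean of all test compounds on that plate plus 3 SD, cut at about 35% in these data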;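 further: 0% = DMSO alone and 100% = 100 µM mitoxantrone as full dye displacement; higher means more dye released from RNA so lower well fluorescence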
# MBD2 inh: inhibitors of MBD2 binding to methylated DNA, primary screen, biochemical, TR-FRET, DNA-binding domain, human | Methyl-CpG-binding domain protein 2 (Homo sapiens), Q9UBB5 | MBD2 binding to methylated oligonucleotide | inhibition, % at 4.4 µM | 370,000 tested, 0.31% active | AID 686964, 2013; in the data active means inhibition above about 13%
# TDP2 absorb: human TDP2 enzyme inhibitors, primary screen, biochemical, epi absorbance, recombinant enzyme; Tyrosyl-DNA phosphodiesterase 2 (Homo sapiens), O95551; AID 720702, 2013; inhibition, % at 12.8 µM; T5PNP hydrolysis, p-nitrophenol absorbance 415 nm; 370,000 tested, 0.34% active;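 active means inhibition above the mean of all tested compounds plus 3 SD, set per campaign, cut at about 25% in these data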;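 further: 0% = DMSO with enzyme and 100% = buffer with substrate but no TDP2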
#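 Material: recombinant human TDP2; quantity: TDP2 enzyme at 120 nM final; medium: Tris-HCl pH 7.5 with MgCl2; compound: single concentration, 12.8 µM nominal, with 1% DMSO; incubation: 2 h enzyme incubation at 37 °C; signal: epi absorbance; measure: percent inhibition; benchmarks: high control without enzyme, low control DMSO plus TDP2; repeats: singlicate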
# TCR CD3 inh: inhibitors of human TCR-CD3 interaction, primary screen, biochemical, fluorescence, TAMRA-labeled TCR probe. AID 651800, 2012. 360,000 tested, 0.37% active. T-cell receptor (TCR). inhibition, % at 9.4 µM; in the data active means inhibition above about 19%;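 further: recombinant mutant TCR 2C K166C tagged with TAMRA read by polarization; 0% = receptor in buffer alone and 100% = receptor with positive control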
# * marks the source's active call; other numbers are inactive results; nt = no result given. These rows are one share of the data, so the mix of outcomes need not match the whole.
SMILES,mABHD4 FP,GC-B act,HTRA1 inhibitor,PRMT1 inh,SIAE primary,LEDGF integ inh,rCAG RNA binder,MBD2 inh,TDP2 absorb,TCR CD3 inh
CC(=O)/C(=N/Nc1ccccc1Cl)Sc1nnc(C(O)c2ccccc2)n1-c1ccccc1 (centres undefined),-2,2,-4,-5,8,2,-1,2,7,0
CCN(CC)CCNC(=O)c1c(C)n(-c2ccccc2)c2cc(Br)c(OC)cc12,4,nt,-3,-2,3,-3,0,-4,0,8
COc1ccccc1CC(=O)N1CCN(S(=O)(=O)c2cccs2)CC1,1,-1,4,-2,5,3,-2,2,-22,-6
Cc1ccc(SCC(=O)OCC(=O)N(CC(C)C)c2c(N)n(Cc3ccccc3)c(=O)[nH]c2=O)c(C)c1,0,8,-2,-1,1,0,0,2,13,5
CC(C)NC(=O)C(c1ccc(F)cc1)N(Cc1ccco1)C(=O)CCC(=O)Nc1ccccn1 (centres undefined),6,4,6,-3,-3,1,-8,1,-17,-3
Cc1nccn1CC(=O)N/N=C/c1cccs1,-1,6,5,1,-5,-4,-2,3,-2,3
Cc1ccccc1C(=O)NCCN=C1NS(=O)(=O)c2ccccc21,0,3,-1,-1,-1,-2,2,3,-1,5
COc1ccc(-c2csc(NC(C)=O)n2)cc1OC,1,-1,0,0,-1,2,2,2,-3,7
O=C(CSc1nc2ncccc2[nH]1)Nc1ccccc1-c1ccccc1,-11,-5,-2,-1,-6,1,-1,-5,-13,0
Cc1cc(C)cc(OCC(=O)O/N=C(\N)c2cccnc2)c1,-10,2,nt,-1,6,8,-1,-5,-10,-6
COc1ccc(CCNC(=O)Cn2ccc3c(OC)cccc3c2=O)cc1OC,8,3,7,4,0,-4,-4,0,12,-11
CCOC(=O)c1c(C)[nH]c(C(=O)NNC(=O)c2ccc(C(C)(C)C)cc2)c1C,-10,-6,-9,0,-3,0,5,2,-13,-4
CCOc1ccc(=O)n(-c2ccccc2)n1,-6,4,1,2,2,0,-1,-1,-5,8
CCOc1cc(C(=O)N2CCc3cc(OC)c(OC)cc3C2)ccc1OC(F)F,-2,-6,nt,-3,-8,7,-7,-1,-9,-3
COCCN(C(=O)COC(=O)CNC(=O)c1ccc(C)cc1)c1c(N)n(Cc2ccccc2)c(=O)[nH]c1=O,2,0,6,0,-4,0,-2,4,-1,-2
COc1ccc(C(=O)CSc2n[nH]c(=O)n2Cc2ccco2)cc1,1,-4,-6,-2,0,2,3,0,-10,4
CN1Cc2sc(N)c(C#N)c2CC1(C)C,7,-4,0,16,-1,1,-15,-7,12,6
O=C(O)CSCC(=O)Nc1ccc(C(F)(F)F)cc1,-5,6,0,-5,6,0,-5,4,8,1
CCOC(=O)Cn1cc(C(=O)OC)c2ccccc21,1,0,3,-2,0,3,1,2,0,2
CCCC(=O)NCCc1cc2ccc(OC)cc2[nH]c1=O,2,-2,2,3,0,-4,-1,0,1,-5
NC(=O)C1CCN(C(=O)c2cccc(CN3C(=O)c4ccccc4C3=O)c2)CC1,-3,2,-2,4,7,-2,-2,-4,0,-1
Cc1ccc(OCc2nnc(SCC(N)=O)n2N)cc1,-3,4,3,-5,-3,-1,0,3,-16,4
COC(=O)C1=NNC(C(=O)OC)C1c1ccccc1 (centres undefined),0,1,1,-2,-2,-2,1,0,-7,-4
C=CCOC(=O)C1=C(C)N=C2SCCC(=O)N2C1/C=C/c1ccccc1OC (centres undefined),-11,-7,-16,-1,0,7,0,-1,-7,6
CC(=O)Oc1c(C(C)C)cc(N(C(C)=O)c2ccccc2)cc1C(C)C,0,-3,1,-8,2,7,-10,-1,-7,-2
Cn1c(=O)oc2cc(S(=O)(=O)N3CCC(C(=O)NCc4cccs4)CC3)ccc21,2,-5,-3,3,0,-4,2,4,1,-1
COc1ccc(OCc2nc(C#N)c(NCCCn3ccnc3)o2)cc1,-1,5,11,-6,4,3,1,-3,-3,6
Cn1c(-c2ccc(F)cc2)cnc1NCc1ccc(C#N)cc1,14,4,4,4,-5,-3,0,2,9,-7
COc1ccc(C(=O)Oc2ccc3ccc(=O)oc3c2)cc1OC,-8,-8,-2,-9,4,1,1,-1,-22,-7
COc1cccc(CN(C)C(=O)c2ccc(Cl)c(S(=O)(=O)N3CCCCCC3)c2)c1OC,2,-1,-9,-2,-1,-2,2,1,-3,2

# 3 structures already listed, arranged by count of non-hydrogen atoms, falling.
SMILES,mABHD4 FP,GC-B act,HTRA1 inhibitor,PRMT1 inh,SIAE primary,LEDGF integ inh,rCAG RNA binder,MBD2 inh,TDP2 absorb,TCR CD3 inh
COc1ccc(C(=O)CSc2n[nH]c(=O)n2Cc2ccco2)cc1,1,-4,-6,-2,0,2,3,0,-10,4
CCOC(=O)Cn1cc(C(=O)OC)c2ccccc21,1,0,3,-2,0,3,1,2,0,2
CN1Cc2sc(N)c(C#N)c2CC1(C)C,7,-4,0,16,-1,1,-15,-7,12,6

# Continuation:
SMILES,mABHD4 FP,GC-B act,HTRA1 inhibitor,PRMT1 inh,SIAE primary,LEDGF integ inh,rCAG RNA binder,MBD2 inh,TDP2 absorb,TCR CD3 inh
COc1ccc(S(=O)(=O)NCC2CCCN(C(=O)CNC(C)=O)C2)cc1 (centres undefined),-5,1,0,-1,2,-2,3,-2,-4,-1
CCOC(=O)C1(CCOc2ccccc2)CCN(Cc2cnc(C)[nH]2)CC1,1,-2,-3,-4,4,3,-5,1,8,8
c1ccc(CCNc2c3c(nc4ncnn24)CCC3)cc1,-2,7,3,-4,6,0,-3,-2,1,-4
O=C(COc1ccccc1C(=O)NCC1CCCO1)Nc1ccc(Br)cc1 (centres undefined),-12,-3,-9,-3,-6,-5,-3,-4,12,3
Cn1c2c(c(=O)n(C)c1=O)C1(C(=O)Nc3ccccc31)C(C#N)=C(N)O2 (centres undefined),1,1,-4,8,9,0,2,-5,11,6
COc1cccc(CNC(=O)Cc2ccc(NC(=O)C3=C(C)OCCS3)cc2)c1,11,-1,2,3,-1,-1,7,2,6,0
CCC(=O)N1CCC(C)(C(=O)Nc2nccc3ccccc23)C1 (centres undefined),6,-1,nt,0,6,-1,0,0,9,-2
Cc1cc(/C=C2\SC(N)=NC2=O)c(C)n1-c1ccc(F)cc1,4,-1,-3,3,2,2,14,-4,13,5
CN(Cc1ccccc1)C(=O)c1csc([C@@H]2C[C@H](O)[C@@H](CO)O2)n1,7,5,nt,-2,13,-3,0,-1,7,1
COc1ccc(CC(=O)Nc2ccc(S(=O)(=O)Nc3cc(C)nc(C)n3)cc2)cc1OC,3,-2,4,2,3,-1,1,3,10,-3
O=[N+]([O-])c1cc(Br)c(O)c(/C=N/Nc2nc3ccccc3s2)c1,39*,1,31,-1,5,-2,64*,-4,-2,10
Cc1cccc(N2C(=O)/C(=C\c3ccc(C(=O)O)cc3)c3ccccc3C2=O)c1,-1,-1,-10,-3,4,2,16,0,8,0
O=C(O)C1CCCN1S(=O)(=O)c1ccc(Br)s1 (centres undefined) (tested in a mixture with another compound),-2,1,1,-1,-1,-1,3,-5,-6,-1
CCNc1nc2c(c(=O)n(C)c(=O)n2C)n1CCCc1ccccc1,7,3,-5,1,2,-2,-5,-1,7,-3
Cc1ccc(NC(=O)c2sccc2-n2cccc2)c(Cl)c1,-3,2,-26,-3,0,-1,-1,3,3,-5
O=C(O)c1ccc(CSc2ncn[nH]2)cc1,1,1,-8,-3,3,-1,-1,-2,5,6
O=S(=O)(c1ccc(NC(=S)N2CCN(c3ccc(O)cc3)CC2)cc1)N1CCOCC1,7,4,nt,1,7,0,5,0,3,7
COC(=O)c1ccc(Cl)c(NC(=O)Cc2ccccc2[N+](=O)[O-])c1,0,2,-1,-4,-4,-1,-2,-2,-3,3
COc1ccc(C)cc1NC(=O)CSc1nc2scc(C)c2c(=O)[nH]1,-16,-8,-26,6,-16,-1,28,7,-11,4
COc1ccc(C(=O)NCc2nnc(SC)n2Cc2ccccc2)cc1,0,4,4,-2,-4,-1,-6,1,7,2
N#Cc1c(N)nc2c(c1-c1ccccc1)CCCC2,-4,-5,1,2,-2,1,-2,3,-7,2
O=C(CCCC(=O)Nc1cccc(Br)c1)N/N=C/c1cc([N+](=O)[O-])ccc1O,9,6,1,-2,6,-3,26,-3,-16,9
O=C(c1ccco1)N1CCCC(N2CCN(c3cccc(C(F)(F)F)c3)CC2)C1 (centres undefined),0,-3,-1,2,1,1,-9,0,14,8
Cc1ccc(NC(=O)CCNS(=O)(=O)c2ccc3c(c2)oc(=O)n3C)cc1,2,2,3,-1,2,2,11,-4,4,3
CN(CCc1ccccn1)C(=O)Nc1cccc(Cl)c1,-4,5,8,0,-2,-2,-3,0,-9,3
CCCSc1ccc([C@@H]2[C@H]3C(=O)N(CC)C(=O)[C@H]3[C@]3(C(=O)OC)CCCN23)cc1,-12,0,2,14,-5,0,8,-7,-17,10
CCc1ccc(S(=O)(=O)Nc2c(C)n(C)n(-c3ccccc3)c2=O)cc1,2,3,0,-1,4,5,-3,0,1,-2
c1ccc(N2OCC3Cn4c(nc5ccccc54)C32)cc1 (centres undefined),11,5,3,8,6,2,-1,-1,3,8
Nc1cc(=O)[nH]c(SCC(=O)Nc2ccc(Br)cc2)n1,-10,-13,4,0,-11,-1,6,1,6,2
CCOc1ccc(NC(=O)COC(=O)CC2CCCCC2)cc1,3,5,1,-1,-1,-2,-5,0,-5,-3
COc1ccc(C(O)(CCc2ccccc2)CCN2CCCCC2)cc1 (centres undefined),0,-2,nt,1,2,-1,-3,1,4,3
COC(=O)c1ccc(C(=O)OC)c(NC(=O)CSCc2ccc(Br)cc2)c1,0,-3,-3,1,0,-2,-2,1,-3,3
COc1cccc(CNC(=O)C(=O)NCCC2CCCCN2S(=O)(=O)c2ccc(C)cc2)c1 (centres undefined),-8,-2,-10,-3,-8,4,-4,2,-7,5
O=C(NCc1ccccc1)C1C(c2ccc3c(c2)OCO3)=Nc2ccccc2N1C(=O)c1ccco1 (centres undefined),-5,-7,nt,3,-2,-1,7,3,3,3
O=C(Cc1ccc(F)cc1)N(c1ccc(F)cc1)C1C=CS(=O)(=O)C1 (centres undefined),-2,0,3,3,-3,-3,-2,3,-1,5
COc1ccc(N(CC(=O)NC2CCCCC2)S(=O)(=O)c2cccs2)cc1,5,-5,-6,3,-3,3,1,2,4,3
CN1CCN(C(=O)Nc2ccccc2CC[N+](=O)[O-])CC1,1,-1,9,0,4,2,0,1,2,2

# Assay outcomes from PubChem.
